Assay outcomes as filed in PubChem BioAssay.
Pf gametocyte: late stage P. falciparum gametocyte viability inhibitors, primary screen, ATP luminescence, HTS; hit rate 0.065% among 150,000; P. falciparum stage V gametocytes, 24 h; inhibition, % at 10.9 µM;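 active = inhibition above the mean plus 3 SD of compounds within the control limits, set per campaign, cut at about 38% in these data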;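 also: 0% = DMSO wells and 100% = medium only without gametocytes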
Avidin fluor: green autofluorescence of compounds with avidin beads – biophysical, 488/530 nm, flow cytometry, artefact control, profiling panel. compound fluorescence 488/530 nm; active compounds read high. fluorescence (KMESF) at 10 µM. hit rate 0.38% among 220,000; in the data active = fluorescence above about 47; also: inactives centre near 10
An asterisk follows results filed as active. A portion of the library. The share of hits here may be higher or lower than overall.

Below each SMILES: Pf gametocyte, Avidin fluor
> O=C1c2ccccc2N2C(=O)c3ccccc3C2N1Cc1ccccc1 (stereo not drawn)
  5.1, 8
> CCN(CC)c1ccc(/C=N/Nc2nc(C)cc(C)n2)cc1
  -17.0, 5
> N#Cc1ccc(C(=O)CSc2n[nH]c(=O)n2Cc2ccco2)cc1
  -20.6, 8
> CCCC(=O)C1=C(O)C(C(=O)OC)C(C)(C)CC1=NCCCCCC(=O)O (stereo not drawn)
  -2.4, 12
> CCCCOc1ccc(CSc2nc(C)[nH]c2[N+](=O)[O-])cc1[N+](=O)[O-]
  -2.1, 7
> Cc1cc(C)n(-c2nc(NCCCN(C)C)c3c4c(sc3n2)COC(C)(C)C4)n1
  -69.6, 4
> O=C(OCc1ccccn1)c1ccc(COc2ccc3ccccc3c2)o1
  -7.1, 7
> O=C(O)c1ccccc1C(=O)NCCc1c(C(=O)O)[nH]c2ccc(F)cc12
  13.8, 7
> Cc1cccc(NC(=O)C2COc3ccccc3O2)n1 (stereo not drawn)
  4.4, 7
> CN(C)c1ccc(/C=N/NC(=O)CCCCCNC(=O)c2ccccc2)cc1
  13.4, 9
> O/N=C/c1cc(Br)cs1
  -9.2, 7
> CN(C)CC#Cc1cncc(C(=O)NNC(=O)Nc2ccc(Cl)cc2)c1
  20.2, 3
> Cc1ccccc1OCC(=O)Nc1nnc(C2CCCCC2)s1
  -1.9, 6
> COc1ccc(NC(=O)c2ccc(NC(=O)CN(C)CC(=O)Nc3c(C)cccc3C)cc2)cc1
  1.8, 4
> COc1ccc(C2/C=C\CN(C(=O)Oc3ccccc3)CC(=O)N2Cc2ccc(F)cc2)cc1 (stereo not drawn)
  -15.2, 7
> Nc1cccc(Oc2c(F)c(F)c(Oc3cccc(N)c3)c(F)c2F)c1
  -1.1, 4
> C=CCN1C=C2C(=O)C(C)(OC(=O)CC)C(=O)C=C2C=C1CCCC (stereo not drawn)
  -10.5, 11
> CSc1nc2cc(C)nn2c(-c2ccccc2)c1C#N
  -3.8, 7
> CCN(CC)CCOC(=O)c1ccc(N/C=C(/C#N)c2nc(-c3cccc(OC)c3)cs2)cc1
  13.6, 10
> COC(=O)c1ccc(C(=O)OC)c(NC(=O)CSCC(=O)O)c1
  -13.6, 3
> CC(C)CNS(=O)(=O)c1cc(C(=O)O)c(Cl)cc1Cl
  5.0, 9
> CN1c2ccsc2C(=O)/C(=C\Nc2cccc(C(F)(F)F)c2)S1(=O)=O
  12.8, 6
> O=C(CCCN1C(=O)c2cccc3cccc(c23)C1=O)Nc1nccs1
  -12.8, 9
> CC(=O)Nc1nc(CC(C)C)cc(-c2ccccc2)c1C#N
  12.3, 3
> CC1S/C(=N/N=C/c2cccc([N+](=O)[O-])c2)NC1=O (stereo not drawn)
  14.8, 8
> O=C(CCn1c(=S)oc2ccccc21)NC1CCCCC1
  -6.3, 8
> COc1ccccc1C(=O)N/C(=N/c1nc(C)cc(C)n1)Nc1ccccc1
  5.8, 8
> CC1(N(O)/C=C2\C=CC=CC2=O)CCCCC1=O (stereo not drawn)
  -2.8, 8
> Cc1csc2sc(-c3ccnc(SCC(=O)NCc4ccccc4)n3)c(C)c12
  10.3, 7
> COc1cc(C2C(C#N)=C(N)OC3=C2C(=O)CC(C)(C)C3)ccc1OCCN1CCOCC1 (stereo not drawn)
  -19.5, 7
> COc1cc(NC2c3ccccc3C(=O)N2Cc2ccccc2)cc(OC)c1OC (stereo not drawn)
  -8.2, 12
> O=C(c1ccc(Cl)cc1)N1CCN(c2cccc3[nH]ccc23)CC1
  8.8, 6
> CSC1=NCCCN1C(=O)c1c(-c2ccccc2Cl)noc1C
  -3.6, 3
> CCC(C)[C@H](NC(=O)NCc1ccc(OC)c(OC)c1)C(=O)O (stereo partly drawn)
  10.7, 10
> CCOC(=O)CNC(=O)Cc1ccc(OC)cc1
  1.4, 7
> Cn1c(OCc2cccnc2)nc2c1c(=O)n(Cc1ccc(F)cc1)c(=O)n2C
  -32.9, 6
> CC(C)(C)NC(=O)c1ccc2c(c1)CCO2
  12.1, 7
> COc1cc(-c2noc(CCCC(=O)Nc3ccc(C(N)=O)cc3)n2)cc(OC)c1OC
  14.2, 3
> O=C(COC(=O)c1ccc[nH]c1=O)NC1CCCCC1
  -0.9, 11
> CCc1ccc(/C=N/NC(=O)Cc2cccn2C)cc1
  -4.5, 8
> COc1cccc(C(=O)C2CCCN(Cc3cccc(-n4cccn4)c3)C2)c1 (stereo not drawn)
  9.6, 4
> COC(=O)c1sccc1NC(=O)CC1C(=O)NCCN1C(=O)Nc1ccc(C(F)(F)F)cc1 (stereo not drawn)
  5.5, 10
> O=C(Nc1ccc([N+](=O)[O-])cc1)c1cc2ccccc2nc1Cl
  -3.0, 7
> O=C(c1ccccc1)N1CCCN(c2nccc(C(F)(F)F)n2)CC1
  1.8, 3
> O=C(O)c1ccccc1C(=O)Nc1ccc(Br)c(C(F)(F)F)c1
  14.6, 6
> CC(/C=N/NC(=O)CNc1n[nH]c(=O)[nH]c1=O)c1ccccc1 (stereo not drawn)
  -17.8, 10
> CCO[C@@H]1OC(C(=O)NC2CC2)=C[C@H](C2CC2)[C@H]1CCCO
  -24.6, 9
> COCCN1Cc2cccc(C(=O)NCCCN3CCCC3=O)c2C1=O
  4.3, 8
> COc1ccc(O)c(C(=O)C2c3ccccc3C(=O)N2c2ccc(C)cc2)c1 (stereo not drawn)
  10.8, 23
> Cc1ccc(S(=O)(=O)Nc2cc(=O)[nH]c3c2CCC3)cc1
  9.2, 6
> Cn1c(=O)c(=O)n(C)c2cc(S(=O)(=O)N3CCCC3C(=O)NCc3ccco3)ccc21 (stereo not drawn)
  -18.0, 6
> COc1ccc2c(CC(=O)Nc3ccccc3N3CCOCC3)coc2c1
  -4.9, 4
> Cc1noc(C)c1C(=O)Nc1nnc(CC(C)C)s1
  20.3, 8
> COc1ccccc1OCCNC(=O)c1cc(=O)[nH]c2ccccc12
  0.3, 7
> CC(C)(C)c1ccc(SCCc2ccccn2)cc1
  0.0, 6
> Cc1nc(C)c(C(=O)O)c(-c2ccsc2)c1C(=O)O
  18.6, 9
> CSC1=NC2(C)CCCCC2C12C=CC(=O)C=C2 (stereo not drawn)
  10.4, 11
> Cc1cccc(N2C(=O)C(Cl)=C(N3CCOCC3)C2=O)c1
  -3.1, 7
> CC1CCCCN1S(=O)(=O)c1cccc(S(=O)(=O)N2CCOCC2)c1 (stereo not drawn)
  -20.9, 8
> NNC(=O)c1nc(-c2cccc(-n3cccc3)c2)no1
  14.4, 5

More results follow:
Below each SMILES: Pf gametocyte, Avidin fluor
> NNC(=S)Nc1ccc(OC(F)(F)F)cc1
  2.1, 6
> COc1ccccc1/C=C/C=N/n1c(-c2cc(-c3ccccc3)n[nH]2)n[nH]c1=S
  11.0, 8
> COc1ccccc1NCCC(=O)O
  3.6, 8
> O=C(N/N=C/c1ccc(N2CCOCC2)cc1)c1ccccn1
  -6.5, 9
> CC1CCc2c(sc(NC(=O)CSc3ncn[nH]3)c2C#N)C1 (stereo not drawn)
  -2.4, 6
> O=C(Cn1cnc2ccccc2c1=O)NNC(=O)c1ccccc1
  16.6, 7
> CCOc1ccc(NC(=O)C2CCC(CNc3c(N4CCCCC4)c(=O)c3=O)CC2)cc1 (stereo not drawn)
  13.1, 2
> C=C(C)C(=O)Nc1cccc(C2=NOC3(C2)C[C@@H](C(N)=O)N(C(=O)/C=C/C=C/C)C3)c1 (stereo partly drawn)
  17.3, 14
> CN(C)/C=C/c1[nH]c(=O)[nH]c(=O)c1[N+](=O)[O-]
  5.1, 4
> COCCN1C(=O)c2[nH]nc(-c3ccccc3O)c2C1c1ccc(OC)cc1 (stereo not drawn)
  -15.1, 4
> COc1ccccc1Cn1c(CO)nc2ccccc21
  8.5, 6
> Cc1ccc(S(=O)(=O)N2CCOC2CNC(=O)C(=O)NCCc2ccc(S(N)(=O)=O)cc2)cc1 (stereo not drawn)
  -5.7, 8
> CCCC(=O)Nc1ccc2c(c1)nc(CCNC(=O)c1ccco1)n2C
  -18.1, 9
> Cc1c(-c2ccccc2)[n+](=O)c2c(n1[O-])CCCC2
  21.6, 8
> Cc1ccc(-c2nc(-c3cccnc3)sc2CC(=O)O)cc1
  -8.6, 16
> Cc1cccn2c(=O)c(/C=C(\C#N)C(=O)NC3CCS(=O)(=O)C3)c(N3CC(C)OC(C)C3)nc12 (stereo not drawn)
  14.2, 7
> COC(=O)c1sccc1NC(=S)OC
  6.6, 3
> O=C(CN1c2ccccc2Sc2ccccc21)NNC(=O)Nc1ccc(Cl)cc1
  -17.0, 5
> O=C(CC(c1ccccc1)c1cc(Br)ccc1O)N1CCCCC1 (stereo not drawn)
  -5.6, 5
> O=C(CN1C(=O)C2C3CC(C(Br)C3Br)C2C1=O)N1CCN(Cc2ccccc2)CC1 (stereo not drawn)
  4.2, 8
> CCOC(=O)C1(C)C=C(Nc2ccc(NC(C)=O)cc2)C(=O)N1c1ccc(NC(C)=O)cc1 (stereo not drawn)
  -19.7, 7
> CN(c1ccc(C(=O)Nc2ccc3c(c2)OCO3)cc1)S(C)(=O)=O
  -8.3, 9
> O=C(CNC(=O)c1ccncc1)N/N=C/c1ccc(Br)cc1
  17.1, 4
> CS(=O)(=O)c1ccc2nc(NC(=O)c3ccc(=O)[nH]c3)sc2c1
  15.4, 18
> COc1ccccc1Cn1c(C)nc2ccccc21
  2.7, 8
> C(=N\Nc1ccccc1)/c1nc2ccccc2s1
  8.2, 6
> C=CCNc1nc(N)c([N+](=O)[O-])c(NCCO)n1
  17.2, 8
> O=C(O)c1nnn(-c2cccc(C(F)(F)F)c2)c1-c1ccccc1
  -8.1, 6
> CCN(C(=O)c1cnc(OC)cc1C(F)(F)F)c1ccc(Cl)cc1Cl
  34.6, 7
> COCCCn1cnnc1SCc1nc2sc(C(C)=O)c(C)c2c(=O)[nH]1
  12.8, 8
> CN(C)c1ccc(C(=O)N2CCN(c3cc(C(F)(F)F)nc4ccccc34)CC2)cc1
  -4.7, 7
> O=C(Nc1ccccc1C(=O)Nc1nncs1)c1ccccc1
  4.1, 6
> COc1cc(Nc2ncnc(N)n2)cc(OC)c1
  -6.5, 6
> CSc1sc(C#N)c2c1/C(=N\O)CCC2
  -5.9, 6
> CCOCCn1c(CN2CCc3ccccc3C2)nc2c1c(=O)n(C)c(=O)n2C
  19.1, 5
> c1ccc(-c2nc(-c3nccc4ccccc34)oc2-c2ccccc2)cc1
  -2.9, 2
> Cc1ccccc1N1CC2=C(C1=O)C(c1ccccc1)NC(=O)N2C (stereo not drawn)
  -6.8, 7
> CC1(C)Cc2nc3sc(C(N)=O)c(N)c3cc2CO1
  21.1, 7
> O=C(CCc1ccc(O)cc1)NNC(=S)NCCc1ccccc1
  8.4, 3
> O=[N+]([O-])c1cc(Br)cc(C=Nc2ccc3c(c2)OCO3)c1O
  -0.5, 7
> Cc1occc1C(=O)O/N=C(\N)c1ccccc1
  -6.5, 5
> OCCNCCSc1nc(C2CCCCC2)n(-c2ccccc2Cl)n1
  -9.6, 6
> CNC(=O)Nc1cccc(-c2cc(-c3c(Cl)cccc3Cl)no2)c1
  0.7, 6
> Cc1ccc(C(=O)N2CCC3(CC2)Oc2ccc(F)cc2C(=O)C32CC(c3cccnc3)=NO2)s1 (stereo not drawn)
  -27.5, 9
> CN(C)c1ccc(/C=N/NC(=O)c2ccc3nc[nH]c3c2)cc1
  19.0, 8
> COC(=O)c1ccc(Cn2cc([N+](=O)[O-])cn2)cc1
  -15.5, 8
> CCN(CC)c1ccc(/C=N/NC(=O)c2cc(C)nc3ccccc23)cc1
  16.1, 10
> Cc1ccc(N(C)C(=O)c2ccc(CNc3c(N4CCC(C)CC4)c(=O)c3=O)cc2)cc1
  14.5, 8
> CC(=O)NC(CC(=O)O)c1ccc([N+](=O)[O-])cc1 (stereo not drawn)
  7.8, 6
> O=[N+]([O-])c1cccc(COc2ncnc3cc([N+](=O)[O-])ccc23)c1
  -3.8, 4
> CC(C)(C)c1cc(C(=O)NN)n(Cc2ccc(Cl)cc2Cl)n1
  15.1, 7
> CN(C)CCN1C(=O)C(=O)/C(=C(/O)c2ccc3c(c2)OCCO3)C1c1ccccn1 (stereo not drawn)
  10.4, 4
> O=C(NCc1cccnc1)c1ccc(Br)s1
  -7.0, 9
> COc1ccc(O)c(/C=N/NC(=O)c2cc(=O)[nH]c3ccccc23)c1
  -30.2, 5
> CCCCCn1c2c(c(=N)c3ccccc31)CCC2
  1.2, 7
> COc1ccc2nc(-c3ccc(Cl)cc3)cc(C(=O)O)c2c1
  18.4, 9
> O=C1CC(CSc2ccc(Cl)cc2)=NN1
  -25.6, 7
> O=C(NCc1nc2ccccc2[nH]1)C1=C[C@H](c2ccccc2)C[C@H](OCCCCO)O1
  -23.1, 11
> O=C(CCCn1cc([N+](=O)[O-])cn1)Nc1cccnc1
  -0.5, 13
> Cc1cc(C(F)(F)F)nc2c(Cl)c(C(C)(C)C)nn12
  -2.1, 7
